High-throughput results as filed in PubChem BioAssay.
FBW7 activator = activators of human E3 ligase FBW7 | 0.13% of 650,000 active | normalized activity (activation), % at 26.1 µM | AlphaScreen FBW7–phospho-cyclin E peptide binding, activator screen | Q969H0; in the data active = normalized activity above about 1.9%;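 also: purified mutant Fbw7 with reduced substrate affinity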
GPR151 activ = activators of human GPR151. 1% of 650,000 active. activation, % at 11.2 µM. PathHunter beta-arrestin GPR151 cells, luminescence. AID 1508602. Q8TDV0; in the data active = activation above about 4.9%;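 also: 0% = median of compound wells and 100% = cells with positive control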
Target sequence (Q8TDV0 whole entry, looked up): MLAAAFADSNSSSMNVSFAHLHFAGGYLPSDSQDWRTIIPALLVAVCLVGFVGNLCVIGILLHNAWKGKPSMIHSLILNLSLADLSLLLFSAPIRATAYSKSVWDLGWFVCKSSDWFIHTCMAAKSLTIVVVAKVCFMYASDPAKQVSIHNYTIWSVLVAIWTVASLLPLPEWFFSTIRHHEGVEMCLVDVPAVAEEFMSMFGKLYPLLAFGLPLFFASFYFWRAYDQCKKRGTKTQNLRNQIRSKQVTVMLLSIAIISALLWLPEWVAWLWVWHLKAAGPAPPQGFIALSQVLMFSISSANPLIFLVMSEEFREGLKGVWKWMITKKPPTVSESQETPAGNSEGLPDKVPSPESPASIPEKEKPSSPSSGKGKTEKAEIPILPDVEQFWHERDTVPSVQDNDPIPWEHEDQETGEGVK
TEAD-YAP inh = TEAD-YAP interaction inhibition | HEK-TIYL cells, TEAD-Gal4/YAP UAS-luciferase luminescence | inhibition, % at 9.12 µM | 1.4% of 640,000 active | AID 1259422; in the data active = inhibition above about 32%;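 also: 0% = median of test compound wells and 100% = reference inhibitor wells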
MITF primary = human MITF inhibition, primary screen. O75030. AlphaScreen MITF homodimerization, bead proximity signal. inhibition, % at 2.6 µM. 0.91% of 650,000 active. AID 1259374; in the data active = inhibition above about 50%;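 also: 0% = vehicle wells with protein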
Target sequence (O75030 whole entry, looked up): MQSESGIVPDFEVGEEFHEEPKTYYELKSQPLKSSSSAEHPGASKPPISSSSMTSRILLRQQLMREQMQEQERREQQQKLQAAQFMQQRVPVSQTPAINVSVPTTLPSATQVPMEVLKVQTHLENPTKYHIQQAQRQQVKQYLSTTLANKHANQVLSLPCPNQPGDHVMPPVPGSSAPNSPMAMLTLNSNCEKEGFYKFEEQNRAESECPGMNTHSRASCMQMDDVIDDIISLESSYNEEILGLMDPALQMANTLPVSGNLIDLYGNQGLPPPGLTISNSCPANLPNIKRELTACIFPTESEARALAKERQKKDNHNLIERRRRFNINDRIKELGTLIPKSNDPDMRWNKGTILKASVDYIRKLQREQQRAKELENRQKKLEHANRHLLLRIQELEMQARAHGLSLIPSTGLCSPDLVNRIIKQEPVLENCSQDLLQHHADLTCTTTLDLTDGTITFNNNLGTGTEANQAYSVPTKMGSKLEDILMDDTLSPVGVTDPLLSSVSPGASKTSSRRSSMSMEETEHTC
Numbers without * were called inactive; & = joins results of further samples.

Structure	FBW7 activator	GPR151 activ	TEAD-YAP inh	MITF primary
CCOc1ccc(CC(=O)Nc2ccc(C(=O)OC)cc2)cc1OCC	-0.1	-0.7	-14	11
N#CSCC(=O)c1cc2c(ccc3ccccc32)oc1=O	-0.1	-1.3	-3	-1
COc1cc(/C=C2/C(=O)ON=C2C)cc(Br)c1OC	0.5	-0.7	9	30
Cc1ccc(C2NC(C(=O)O)CS2)cc1 (stereo not given)	0.0	0.2	-5	10
Cc1ccc(C)c(N2C(=O)CN(S(C)(=O)=O)CC2(C)C(=O)NC2CCCCCC2)c1 (stereo not given)	0.1	-0.4	3	12
COC(=O)C1=CN(Cc2ccc(OC)c(OC)c2)C=C(C(=O)OC)C1c1cccc(OC)c1	0.2	2.0	-31	-8
Oc1oc(-c2ccccc2)nc1C=Nc1ccccc1Cl	-0.1	0.1	-3	9
Cc1cccc2cc(CN(C(=O)c3cnccn3)C3CCCCC3)c3nnnn3c12	0.2	0.6	0	25
CC1=C(C(=O)Nc2ccc(C)cc2C)C(c2ccc(C)o2)NC(=O)N1 (stereo not given)	0.0	1.0	11	23
Cc1ccccc1C(=O)NCCc1nc2ccccc2[nH]1	0.0	1.0	3	13
CCC1CN(CCNC(=O)c2cc(C)nn2CC)Cc2cc(OC)ccc2O1 (stereo not given)	0.0	-0.3	5	-1
Cc1ccc(C2=C(O)c3ccccc3C(=O)C2=O)cc1	-0.1	-0.1	-5	8
CC(C)CN(CCNC(=O)CC1Oc2ccccc2NC1=O)CC(C)C (stereo not given)	-0.1	-0.4	12	4
COC(=O)c1ccc(COC(=O)c2cc(Br)ccc2NC(C)=O)cc1	0.2	-1.3	5	9
Cc1cc(C)nc(N/N=C/c2ccc(C)s2)n1	0.3	-0.1	-13	-9

2 of the compounds above, with each value named.
> COC(=O)C1=CN(Cc2ccc(OC)c(OC)c2)C=C(C(=O)OC)C1c1cccc(OC)c1
  FBW7 activator: 0.2
  GPR151 activ: 2.0
  TEAD-YAP inh: -31
  MITF primary: -8

> CCOc1ccc(CC(=O)Nc2ccc(C(=O)OC)cc2)cc1OCC
  FBW7 activator: -0.1
  GPR151 activ: -0.7
  TEAD-YAP inh: -14
  MITF primary: 11

Going on with the list:
Structure	FBW7 activator	GPR151 activ	TEAD-YAP inh	MITF primary
COc1ccc(S(=O)(=O)NCCCCCC(=O)C[N+](=O)[O-])cc1	0.1	1.0	10	14
O=C(Cn1c2ccccc2c(=O)c2cc(Cl)ccc21)Nc1ccc(Oc2ccccc2)cc1	0.2	-0.2	0	5
Cc1ccc(C(=O)Nc2ccc3oc(-c4cccc5c(Br)cccc45)nc3c2)cc1[N+](=O)[O-]	0.1	0.7	-1	2
COc1ccc(-n2nnc3c(=O)n(CC(=O)NCC4CCCO4)cnc32)cc1OC (stereo not given)	0.1	1.1	3	4
CC1=NC(C)(C)Cc2cc(C)c(C)cc21	0.1	-0.3	-1	5
O=C(O)C1CN(CCCP(=O)(O)O)CCN1 (stereo not given)	0.0&-0.1	-1.4&-0.8	29	-2&14
CCOC(=O)C1(Cc2ccc(OC)cc2)CCN(C(=O)CCCC(=O)OC)CC1	0.1	1.2	0	6
COc1ccc(NC(=O)/C(=C/c2ccc3c(c2)OCO3)NC(=O)c2ccc(C)c(C)c2)cc1	0.1	-1.7	-4	8
Cc1ccccc1CN1CCN(CC(=O)NCc2ccccc2)C1=O	0.2	-1.6	9	7
Cc1cc(C)cc(NC2=NCC(=O)N2c2ccccc2)c1	0.1	2.6	7	16
CC1CCC2C(=O)N(c3cccc(OC(=O)c4ccc([N+](=O)[O-])cc4)c3)C(=O)C2C1 (stereo not given)	0.1	-0.2	9	16
O=C(Nc1ccc(N2CCOCC2)c(Cl)c1)c1ccc(Cl)cc1	-0.1	0.0	-32	15
CCC(C)NC(=O)CN1N=C(c2ccccc2)CCC1=O (stereo not given)	-0.2	-1.1	2	4
COc1ccc([N+](=O)[O-])cc1NS(=O)(=O)c1ccc(OC)c(OC)c1	-0.2	-0.5	-2	14
O=C(Nc1ccc2oc(-c3ccc(Cl)cc3)nc2c1)c1ccc(Cl)cc1	0.0	0.9	0	11
CCCNc1nc(N2CCc3ccccc3C2)ncc1C	0.2	4.3	10	-1
CCCOC(=O)C1=C(C)N(C)C(=O)NC1c1cccc([N+](=O)[O-])c1 (stereo not given)	-0.1	0.2	-5	1
CCN(CC)C(=O)C1CCCN(c2ncc(C(=O)NCCc3ccc(OC)cc3)s2)C1 (stereo not given)	-0.1	0.3	2	2
Cc1sc(NC(=O)c2ccccc2Cl)c(C(N)=O)c1C	-0.1	-0.2	-13	-4
COc1ccc([C@@H]2CCN(C(=O)Cc3c(F)cccc3Cl)C[C@H]2O)cc1	0.0	0.8	11	12
O=C1CCC/C(=N/NC(=O)c2cc(-c3ccccc3)n[nH]2)C1	-0.1	-0.8	-3	-10
COc1ccc(-c2cc(=O)c3c(O)c(OC)c(O[C@H]4O[C@H](CO[C@@H]5O[C@@H](C)[C@H](O)[C@@H](O)[C@H]5O)[C@@H](O)[C@H](O)[C@H]4O)cc3o2)cc1	-0.2	2.5	-6	29
CC(C)NC(=O)CSc1nc2ccccc2c(=O)[nH]1	0.1	0.2	7	4
COc1ccc(-c2cc(C(=O)Nc3ccc(Oc4ccccc4)cc3)ccn2)cn1	0.1	-0.2	-5	-8
COc1nnc(Cl)c2ccccc12	0.4	-0.8	0	-5
CC(C)CSc1nnc(CNC(=O)/C=C/c2cccs2)n1C	0.1	0.4	16	-4
Cc1n[nH]c(C)c1S(=O)(=O)N(CC(=O)NC1CCC(C)CC1)c1ccc2c(c1)OCO2 (stereo not given)	0.0	-0.4	2	2
CCOC(=O)N/N=C(C)/C=C\C1=C(C)CCCC1(C)C	0.2	0.4	-7	14
COc1nn(C)cc1C(=O)N=c1sc2cc3c(cc2n1C)OCO3	0.0	1.5	-6	14
O=C1NC(c2ccccc2)Oc2ccccc21 (stereo not given)	0.5	-1.0	-9	-3
Cc1cc(C=C(C#N)C#N)c(C)n1-c1ccncc1	-0.1	1.4	-5	1
COc1cc(CC(=O)OCc2ccc(Cl)cc2)cc(OC)c1OC	0.2	3.6	-7	8
CCN(CC)c1ccc2cc(NC(=O)c3ccccc3)c(=O)oc2c1	0.7	0.0	28	-3
Cc1cc(=O)oc2cc(OCC(=O)Nc3ccc(C(=O)OC(C)C)cc3)ccc12	0.0	-0.3	-4	4
COCCNC(=O)c1cn2ccc(C)cc2n1	0.9	-1.7	8	8
O=C(c1cccc(F)c1)N1CCN(Cc2ccccc2C(F)(F)F)CC1	-0.1	0.1	-1	53*
Cc1ccc(S(=O)(=O)n2c(SCc3ccc(C(F)(F)F)cc3)nc3ccccc32)cc1	0.1	-1.4	-44	10
O=C(Nc1ccc(-c2noc(-c3cccc(Br)c3)n2)cc1)c1cccc(Cl)c1	-0.1	0.5	-5	22
C=CCNC(=O)C1CCN(c2cc(-c3ccccc3)nc3ncnn23)CC1	0.4	1.2	12	8
COC(=O)c1cc2c(cc1NC(=O)c1cccc3c1SCCC3=O)OCO2	0.0	-0.3	51*	-1
COc1ccc(NC(=O)Cc2c(C(=O)O)[nH]c3ccccc23)c(OC)c1	0.6	2.6	6	12
CCNC(=O)CNS(=O)(=O)c1ccc(C)cc1	-0.1	7.9*	2	4
O=C(N[C@H]1C[C@H]2C(=O)N[C@@H](Cc3ccccc3)C(=O)N2C1)c1cccc2ccccc12	0.5	-1.3	14	16
CCOC(=O)C1=C(C)NC(=O)NC1c1ccc(F)c(Br)c1 (stereo not given)	0.0	2.7	4	-2
CC(CC(=O)Nc1nnc(Cc2ccccc2)s1)c1ccccc1 (stereo not given)	-0.1	-1.3	-5	-4
Cc1ccc(-c2noc(CN(C(C)C)S(=O)(=O)c3ccc(F)cc3)n2)cc1	-0.1	-0.5	1	-2
CCCCN(C)c1nnnc2c1sc1nc(N3CCOCC3)c3c(c12)CC(C)(C)OC3	-0.1	-0.1	-4	-54
Cc1c(CN2Cc3ccccc3OC(C)C2)c(=O)n(-c2ccccc2)n1C (stereo not given)	-0.1	-0.5	-1	5
CCOC(=O)C1(CC2CCCCO2)CCN(Cc2ccc(OC)cc2F)CC1 (stereo not given)	-0.1	-1.7	3	8
Cc1ccsc1CN1CCC(c2nnc(SCc3ccncc3)n2C)CC1	0.7	-0.7	-14	1
Cc1cc(C)c(C#N)c(SCC(=O)Nc2nnc(-c3cccs3)s2)n1	0.6	-1.8	-4	5
CC(=O)N(CN1C(=O)c2cc(Cl)c(Cl)cc2C1=O)c1ccc(C)cc1	0.2	-1.5	11	5
CC(=O)OCCn1c(=O)c2c(Br)c3c(=O)n(CCOC(C)=O)c(=O)c3c(Br)c2c1=O	0.0	2.2	-7	-1
Nc1cc(Cl)ccc1C(=O)OCC(=O)c1ccc(Cl)s1	0.2	0.0	-24	7
C/C(=N/Nc1ccccc1C(=O)O)c1cccs1	-0.2	0.8	-17	12
COc1cccc(-n2c(SCC(=O)Nc3ccc(C)cc3)nc3n[nH]c(C)c3c2=N)c1	-0.3	3.3	6	11
CCCCc1ccc(NC(=O)CSc2nc3c(c(=O)n2C)SCC3)cc1	0.0	1.1	-11	-5
Cc1ccc(/C=N/c2sc3c(c2C(N)=O)CCC3)s1	0.0	-0.5	6	8
O=C(CN1CCN(C(=O)Cn2cccc2)CC1)c1cccs1	-0.3	-0.7	-5	27
COc1ccc(CC(=O)Nc2cc3c4c(c2)CC(=O)N4CCC3)cc1	0.0	2.0	-4	5

Continuation.
Structure	FBW7 activator	GPR151 activ	TEAD-YAP inh	MITF primary
CC1=C(C(=O)N2CCOCC2)C(c2cc(C)cs2)NC(=O)N1 (stereo not given)	0.4	0.6	-52	6
COc1ccc(C(=O)N/N=C/c2ccc(OCC3COCCO3)cc2)cc1 (stereo not given)	0.1	1.2	-7	11
CCCOc1ccc(/C=C2\C(=O)NC(=O)N(c3ccc([N+](=O)[O-])cc3)C2=O)cc1OCC	-0.3	4.5	4	-5
Cc1ccccc1N1COc2ccc3cc(Br)ccc3c2C1	0.5	0.0	8	18
Cc1ccc2c(c1)cc(CN(CC1CCCO1)C(=O)C(F)(F)F)c1nnnn12 (stereo not given)	-0.1	-0.5	6	8
CCCCCCNc1nc(Nc2ccc(I)cc2)nc(OCC)n1	0.0	0.1	-4	-4
COc1ccccc1/C=N/NC(=O)C(=O)Nc1ccccc1OC(F)(F)C(F)F	-0.1	1.8	-1	5
Cc1ccc([N+](=O)[O-])cc1NC(=O)CN(c1ccc2c(c1)OCO2)S(C)(=O)=O	0.1	-1.1	2	-2
COCCN1C(=O)CC(C(=O)OC)C12CCN(C(=O)c1ccccc1-n1cccn1)CC2 (stereo not given)	0.7	-1.1	-1	6
O=C(Nc1ccc2oc(-c3ccccc3F)nc2c1)c1ccc(-c2ccccc2[N+](=O)[O-])o1	0.6	-0.1	-10	21
O=c1[nH]cc(S(=O)(=O)N2CCN(C(c3ccccc3)c3ccccc3)CC2)c(=O)[nH]1	0.0	0.1	-2	9
COc1ccc(C2Nc3ccccc3C(=O)N2O)cc1OC (stereo not given)	-0.1	0.0	-16	0
Cc1onc(-c2ccccc2Cl)c1C(=O)N1CCN(Cc2ccccc2)CC1	0.1	0.9	1	-21
O=C(Nc1cccc(F)c1)c1ccc(Cl)c(F)c1F	0.1	2.6	-32	11
CC1CNCCC1n1nc(-c2cccs2)ccc1=O (stereo not given)	1.0	2.2	16	6
O=C(O)CCCC(=O)Nc1ccc(C(=O)O)cc1	-0.1	-0.5	6	-5
Cc1c(C(=O)O)cccc1-n1c(=O)c2cc3c(=O)n(-c4cccc(C(=O)O)c4C)c(=O)c3cc2c1=O	0.0	0.2	-4	5
c1cnc2ccc(Nc3nc(Nc4ccc5c(c4)OCO5)c4ncn(-c5ccsc5)c4n3)cc2c1	8.5*	1.1	45*	-10
O=c1ccc2cc(S(=O)(=O)NCc3cccnc3)ccc2[nH]1	-0.1	-0.6	14	-5
O=C(NCCc1ccccc1)c1ccc2nc(-c3cccs3)c(-c3cccs3)nc2c1	-0.1	0.9	-6	-5
CCn1c2ccccc2c2cc(NS(=O)(=O)CC)ccc21	0.9	-1.7	-1	14
CN1CCN(CC(=O)N2CCCC2c2nc3ccccc3[nH]2)CC1 (stereo not given)	0.0	-1.7	-4	-3
CC(OC(=O)c1ccccc1N1C(=O)C2C3C=CC(C4CC34)C2C1=O)C(=O)c1ccccc1 (stereo not given)	-0.1	0.3	9	-7
Nc1nc(Nc2ccc([N+](=O)[O-])cc2)nc(Nc2ccc([N+](=O)[O-])cc2)c1[N+](=O)[O-]	-0.1	0.5	6	0

Results in TEAD-YAP inh, for 7 of the compounds above:
Compound | TEAD-YAP inh
Cc1ccc2c(c1)cc(CN(CC1CCCO1)C(=O)C(F)(F)F)c1nnnn12 (stereo not given) | 6
CCCCCCNc1nc(Nc2ccc(I)cc2)nc(OCC)n1 | -4
COc1ccccc1/C=N/NC(=O)C(=O)Nc1ccccc1OC(F)(F)C(F)F | -1
Cc1ccc([N+](=O)[O-])cc1NC(=O)CN(c1ccc2c(c1)OCO2)S(C)(=O)=O | 2
COCCN1C(=O)CC(C(=O)OC)C12CCN(C(=O)c1ccccc1-n1cccn1)CC2 (stereo not given) | -1
O=C(Nc1ccc2oc(-c3ccccc3F)nc2c1)c1ccc(-c2ccccc2[N+](=O)[O-])o1 | -10
O=c1[nH]cc(S(=O)(=O)N2CCN(C(c3ccccc3)c3ccccc3)CC2)c(=O)[nH]1 | -2

Compounds were not picked by outcome; 3.5% or so of the library scored in one or more.
